ARFGAP1 inh – inhibits rat ARF GTPase activating protein 1. Q62848. Arfgap1-stimulated ARF1 GTP hydrolysis, GDP FP detection. inhibition, % at 16.5 µM. 360,000 compounds, 0.26% hits;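 active = inhibition above a per-plate limit, mean inhibition of low control wells plus 3 SD, cut at about 25% in these data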;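 also: 0% = DMSO wells with enzyme and 100% = wells lacking Arfgap1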
Target sequence (Q62848 1-136 limits assumed): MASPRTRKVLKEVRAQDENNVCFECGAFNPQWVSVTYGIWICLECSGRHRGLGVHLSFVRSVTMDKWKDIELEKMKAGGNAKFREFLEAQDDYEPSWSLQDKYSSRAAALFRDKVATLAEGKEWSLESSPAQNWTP
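Replicates: Single well per compound | Assay system: Truncated rat Arfgap1 GAP domain | Control set: No-Arfgap1 wells (100%) versus DMSO full-reaction wells (0%) | Times: Enzyme reaction 120 min at 25 °C after 20 min preincubation | Reagent: Human ARF1(Δ1-17)-GTP substrate | Measured by: Tracer-displacement fluorescence polarization with EDTA stop, 620/688 nm | Measure: Percent inhibition of Arfgap1-stimulated GTP hydrolysis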
SIAE primary – human SIAE inhibition, primary screen; Q9HAT2; SIAE FP-Rh probe binding, fluorescence polarization; inhibition, % at 9.66 µM; 370,000 compounds, 0.69% hits; AID 1053197;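 active = inhibition above a cutoff: mean of compounds within the control limits plus 3 SD of those, cut at about 17% in these data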;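 also: 0% = plate median of compound wells and 100% = probe without SIAE protein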
DDE Tn7 FP inh – inhibitors of Tn7 peptide binding to human fibrin DD(E); 370,000 compounds, 0.13% hits; inhibition, % at 8.3 µM; P02675; FP displacement of FITC-Tn7 peptide from fibrin DD(E); 0% = median of compound wells per plate; AID 720508;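 active = inhibition above the mean of compounds falling within the control limits plus 3 SD of them, cut at about 14% in these data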;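 also: 0% = plate median of compound wells and 100% = 10 µM Aha-Tn7 peptide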
Target sequence (P02675 whole entry, looked up): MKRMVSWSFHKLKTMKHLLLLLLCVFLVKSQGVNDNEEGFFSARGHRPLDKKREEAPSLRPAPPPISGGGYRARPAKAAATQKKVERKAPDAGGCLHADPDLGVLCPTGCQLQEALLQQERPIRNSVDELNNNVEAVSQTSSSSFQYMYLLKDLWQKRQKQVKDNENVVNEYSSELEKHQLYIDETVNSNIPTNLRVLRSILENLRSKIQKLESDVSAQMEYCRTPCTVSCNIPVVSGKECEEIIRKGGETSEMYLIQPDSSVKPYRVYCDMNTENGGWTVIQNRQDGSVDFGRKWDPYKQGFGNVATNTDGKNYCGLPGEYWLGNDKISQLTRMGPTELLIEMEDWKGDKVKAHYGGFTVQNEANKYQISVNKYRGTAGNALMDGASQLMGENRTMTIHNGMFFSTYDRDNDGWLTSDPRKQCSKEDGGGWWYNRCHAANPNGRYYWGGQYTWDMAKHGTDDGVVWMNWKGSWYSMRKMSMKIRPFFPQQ
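Assay system: Human clot-derived fibrin DD(E) complex | Buffer or medium: Tris/NaCl/CaCl2 buffer, pH 7.8 | Repeats: One replicate per compound | Benchmarks: Aha-Tn7 high control | Measure: % inhibition scaled between sample-field median and high-control FP | Schedule: 10 min plus 3 h, room temperature | Signal: Fluorescence polarization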
PLC-beta3 inh – blocks human PLC-beta3 enzyme activity. Purified PLC-beta3, fluorogenic substrate, fluorescence. inhibition, % at 12.2 µM. 370,000 compounds, 0.18% hits; in the data active = inhibition above about 11%;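 also: 0% = median of compound wells on plate and 100% = full blocker control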
TDP2 absorb – TDP2 (human) inhibition, absorbance primary screen; 370,000 compounds, 0.34% hits; recombinant TDP2, T5PNP hydrolysis, p-nitrophenol absorbance 415 nm; AID 720702; O95551; inhibition, % at 12.8 µM;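 active = inhibition above the mean of all tested compounds plus 3 SD, set per campaign, cut at about 25% in these data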;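 also: 0% = DMSO with enzyme and 100% = buffer with substrate but no TDP2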
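Assay system: Recombinant human TDP2 | Quantity: 120 nM TDP2 per well | Incubation: 2 h at 37 °C | Signal: Epi absorbance | Evaluation: Percent inhibition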
PLC-gamma1 inh – blocks human PLC-gamma1 enzyme activity; P19174; purified PLC-gamma1, fluorogenic substrate, fluorescence; AID 720700; inhibition, % at 12.2 µM; 370,000 compounds, 0.84% hits; in the data active = inhibition above about 9.5%
ASAP1 GAP inh – ASAP1 ArfGAP inhibition. Q9ULH1. ASAP1-stimulated ARF1 GTP hydrolysis, GDP FP detection. inhibition, % at 16.5 µM. 360,000 compounds, 0.19% hits. AID 624377; in the data active = inhibition above about 25%;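 also: 0% = vehicle with enzyme and substrate and 100% = no enzyme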
ADAM10 inh – inhibitors of human ADAM10; AID 720582; O14672; inhibition, % at 7 µM; 370,000 compounds, 0.62% hits; recombinant ADAM10, EDANS/DABCYL FRET peptide cleavage, 3 h;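 active = inhibition above a per-campaign cutoff equal to the mean of compounds falling between control-based bounds plus 3 SD, cut at about 20% in these data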;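 also: 0% = DMSO wells while the 100% control is not disclosed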
Tn6 DDE FP – disrupts Tn6 cyclic peptide binding to fibrin D-Dimer-E complex. inhibition, % at 8.3 µM. P02675. Fibrin DD(E) TRITC-Tn6 fluorescence polarization displacement. AID 720509. 370,000 compounds, 0.21% hits;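 active = inhibition above a per-campaign cutoff: mean of compounds within control limits plus 3 SD, cut at about 15% in these data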;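 also: 0% = median of all compound wells on the plate and 100% = blocking peptide control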
ADAM17 inh – inhibits human ADAM17. P78536. recombinant ADAM17, EDANS/DABCYL FRET peptide cleavage. inhibition, % at 6.95 µM. 370,000 compounds, 0.83% hits;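 active = inhibition above the mean of compounds lying between control limits plus 3 SD, set per campaign, cut at about 8.5% in these data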;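 also: 0% = DMSO-only wells as the low control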
An asterisk follows results filed as active; i = inactive.

Values run as follows: Tn6 DDE FP	PLC-beta3 inh	ADAM10 inh	ADAM17 inh	ARFGAP1 inh	TDP2 absorb	SIAE primary	PLC-gamma1 inh	DDE Tn7 FP inh	ASAP1 GAP inh
> CC1CCCC(C)N1CCCNC(=O)c1cc2c(s1)-c1ccccc1OC2 (stereo not given)
 : 1	i	i	i	-9	6	10	i	1	2
> CC(C)NC(=O)CSc1nnc(-c2ccc(S(=O)(=O)N3CCCC3)cc2)n1CC1CCCO1 (stereo not given)
 : -1	1	-1	-1	-5	-4	-2	0	2	5
> Cc1ccsc1CN(C)C(=O)c1ccc(Oc2ccccc2)cc1
 : 4	-9	-2	1	-12	4	2	-3	-5	8
> Cc1ccc(S(=O)(=O)N2CCCC(C(=O)NCCc3ccc(Cl)cc3)C2)cc1 (stereo not given)
 : -1	1	2	-1	2	-3	-2	0	10	-16
> CCOC(=O)CN1C(=O)S/C(=C/c2ccc(C)o2)C1=O
 : 7	-23	-6	-1	-4	3	7	-19	0	-5
> Cn1ccnc1SCC(=O)NC1CC1
 : -1	2	2	-3	10	-5	-2	3	-2	10
> COCc1cc(C)nc(SCc2ccc(F)cc2)c1C#N
 : 2	-8	6	0	-6	-11	-2	1	11	1
> CCOC(=O)C(NC(=O)c1cccnc1)(Nc1cccc(C)n1)C(F)(F)F (stereo not given)
 : -3	0	3	-2	-5	5	8	2	4	-5
> Cc1cc(C(=O)N/N=C/c2ccccc2[N+](=O)[O-])c(C)o1
 : -2	-2	-4	-1	15	7	3	0	-2	-3
> COc1ccc(C(=O)NCC(=O)OCC(=O)NCc2cccs2)cc1
 : -2	-2	3	1	6	8	1	-1	-6	0

Two entries from above, tab-delimited:
SMILES	Tn6 DDE FP	PLC-beta3 inh	ADAM10 inh	ADAM17 inh	ARFGAP1 inh	TDP2 absorb	SIAE primary	PLC-gamma1 inh	DDE Tn7 FP inh	ASAP1 GAP inh
Cc1ccc(S(=O)(=O)N2CCCC(C(=O)NCCc3ccc(Cl)cc3)C2)cc1 (stereo not given)	-1	1	2	-1	2	-3	-2	0	10	-16
CCOC(=O)CN1C(=O)S/C(=C/c2ccc(C)o2)C1=O	7	-23	-6	-1	-4	3	7	-19	0	-5

Continued:
Values run as follows: Tn6 DDE FP	PLC-beta3 inh	ADAM10 inh	ADAM17 inh	ARFGAP1 inh	TDP2 absorb	SIAE primary	PLC-gamma1 inh	DDE Tn7 FP inh	ASAP1 GAP inh
> CN(C)CCCN1C(=O)c2cccc3cccc(c23)C1=O
 : 0	-18	-240	-87	7	-4	7	-6	-5	0
> Cc1cccc(/C=N/NC(=O)c2cccc([N+](=O)[O-])c2)n1
 : -3	1	4	1	3	-9	10	0	-9	-6
> N#CC(C#N)=c1ccc2c(c1)NC1(CCCCC1)N=2
 : 42*	-21	9	3	-5	-6	-10	-14	4	5
> COc1ccc(NC(=O)/C(C#N)=C\c2ccc(-c3cc(C(=O)O)ccc3C)o2)cc1
 : -6	-9	-2	-1	1	7	-1	-1	3	4
> OCc1c[nH]c2ccccc12
 : -1	-22	-8	-6	24	2	4	-19	-1	-6
> Cc1nn(-c2ccc(Cl)cn2)c2c1C(=O)CC(C)(C)C2Br (stereo not given)
 : -14	1	-15	-3	9	11	4	-4	-1	2
> CSc1ccccc1C(=O)Nc1cccc(C(C)O)c1 (stereo not given)
 : 2	-3	-3	-1	-7	-5	-6	-1	13	8
> Cc1ccc(NC(=O)CN(C)C(=O)COC(=O)c2ccc(Cl)cc2O)cc1
 : -2	-6	-7	-7	10	7	-5	-5	5	8
> COC(=O)[C@]12CCCCC=C1N(CCC1=CCCCC1)C(=O)[C@H](CC(=O)NCc1ccc(OC)c(OC)c1)C2
 : -5	4	-6	1	6	-4	3	4	0	2
> COc1ccc(/C=C2\Sc3ccc(C(=O)N4CCOCC4)cc3N(C)C2=O)cc1
 : 0	-93	-17	-8	-1	2	1	-59	1	2
> CCOC(=O)Cc1csc(NC(=O)COc2ccc3c(c2)CCC3)n1
 : -5	-2	2	2	11	-16	9	0	-8	1
> CS(=O)(=O)c1ccc(NC(=O)c2cccc(-n3cnnn3)c2)cc1
 : 6	-5	-5	0	-20	6	-2	1	9	-6
> CCCC(NC(=O)c1ccccc1)c1nc2ccccc2n1Cc1ccc(C(=O)OC)o1 (stereo not given)
 : -3	1	5	0	2	-6	-2	3	-3	13
> CC1(C)CC(Cc2ccc(Cl)nc2)N(C(=O)OC(C)(C)C)C1 (stereo not given)
 : -3	1	6	6	1	-5	-2	7	1	-2
> O=C(COC(=O)CCc1c[nH]c2ccccc12)NCCc1ccccc1
 : 5	-10	-3	-1	1	11	8	-2	7	-10
> COc1ccc(C(=O)Nc2ccc(S(=O)(=O)N(C)c3ccccc3)cc2)cc1
 : -8	1	9	6	15	-4	-33	3	-6	5
> CN(C)S(=O)(=O)c1ccc(Cl)c(C(=O)NNC(=O)Cc2nc3ccccc3n2C)c1
 : 2	-3	-5	-3	-13	-2	7	2	4	-4
> O=C(c1cccs1)N1CCN(c2nnc(-c3ccccc3)c3ccccc23)CC1
 : -6	-6	-2	-2	-2	2	8	0	-3	7
> Cc1cc(N2CC(C(=O)NCc3cccnc3)CC2=O)ccc1C(C)C (stereo not given)
 : 0	-6	-1	-3	-1	9	-2	-1	2	15
> COc1ccc(S(=O)(=O)N2CCN(C(=O)CCC3CCCC3)CC2)cc1
 : 8	0	6	-1	-3	3	2	0	8	-6
> CCOC(=O)c1c(C)sc2c1N(C(=O)CN(CC)CC)c1cc(Cl)ccc1S2
 : -4	1	14	2	-13	-11	1	4	-2	3
> O=C(CCNC(=O)c1ccco1)NCc1ccc(C(=O)O)cc1
 : 5	3	-3	-3	8	6	-10	2	-7	8
> Cc1nc2ccccc2n1CC(=O)NCc1ccccc1
 : 10	1	-4	-3	-6	-4	6	-1	-1	7
> O=C(Cc1csc(-c2ccccc2)n1)NCC(=O)Nc1ccc(F)c(F)c1F
 : -5	-1	10	3	11	1	-1	-1	-1	2
> CCOc1cccc(N(C(=O)CNC(=O)c2ccco2)C(C(=O)NCC2CCCO2)c2ccccc2)c1 (stereo not given)
 : -1	1	-5	0	4	8	-237	1	-4	25*
> Cc1ccc2c(c1)N(CC(=O)NCCCN1C(C)CCCC1C)C(=O)c1cccnc1O2 (stereo not given)
 : -3	4	-8	2	2	-7	-3	-1	-4	15
> Oc1ccc(/C=N/N(Cc2ccccc2)c2ccccc2)c(O)c1O
 : 6	-9	9	0	1	12	15	0	4	4
> COC(=O)/C(=C/c1cccnc1)NC(=O)c1ccccc1
 : 11	-22	-1	1	-2	13	3	2	3	-4
> COc1ccc(C(=O)N/C(=C\c2cccc3ccccc23)C(=O)N2CCN(C)CC2)cc1
 : -4	-3	-3	-1	3	4	-1	6	-3	1
> CCN(CC)S(=O)(=O)c1cccc(NC(=O)C(=O)c2c(-c3ccccc3)cc3ccccn23)c1
 : 1	-29	13	5	4	8	-12	1	-4	-4
> CCNC(=O)N(C)[C@H]1C[C@H]2c3[nH]c4ccccc4c3CCN2C[C@H]1[C@H](C)O
 : -4	-394	-173	-44	0	-6	3	-307	2	-9
> O=C(/C=N\O)NCCCNCc1ccccc1
 : -5	-1	-8	-4	9	8	0	2	-1	-2
> COC(=O)C1C(=O)C(C(=O)c2ccc([N+](=O)[O-])cc2)C(=O)CC1(C)C (stereo not given)
 : 4	-7	-13	0	-9	-10	1	-2	-1	9
> CC(C)N(C(=O)CO/N=C/c1cccc([N+](=O)[O-])c1)C(C)C
 : 0	-8	0	0	11	5	-3	-2	3	5
> COc1ccc(C)cc1Nc1n[n+](-c2ccccc2)c(-c2ccc(OC)c(OC)c2OC)s1
 : 0	0	0	-4	6	2	3	-1	5	5
> CC(C)(C)OC(=O)N1CCC(Cc2cc(-c3ccccc3)no2)(C(=O)O)CC1
 : -3	-4	-3	0	-2	10	4	-2	-3	6
> O=C(CN1C(=O)c2ccccc2S1(=O)=O)N1CCc2ccccc21
 : -7	0	-6	-7	-1	1	-1	-5	3	-1
> Cc1ccc(C(=O)NCC(=O)OCCCn2c(=O)[nH]c3ccccc32)cc1C
 : 2	-2	-3	-5	3	12	5	-2	8	10
> O=C(Nc1ccccc1OC(F)F)c1cc2c(s1)CCC2
 : -6	-1	-3	0	13	-5	2	-4	-8	6
> COC(=O)c1ccc(Cn2cc(C(F)(F)F)cc([N+](=O)[O-])c2=O)cc1
 : 2	4	4	-1	-3	5	3	2	1	10
> CCCCCCn1c(O)c(/C=C2\C=NN=C2c2ccccc2)sc1=S
 : -1	4	1	1	22	1	-19	1	5	-8
> C/C(=N\O)C1(C)N(O)C(C)(C)C(c2ccc(Br)cc2)=[N+]1[O-] (stereo not given)
 : -10	-1	-9	-3	3	2	1	5	-1	13
> O=C(N1CCCCCC1)N1CCN(S(=O)(=O)c2cccc([N+](=O)[O-])c2)CC1
 : 0	-8	-5	-1	-14	6	-6	1	-2	4
> CCOC(=O)C1CCN(CC(=O)c2c(C)[nH]c3ccccc23)CC1
 : -4	-11	-2	-4	11	-1	-4	-3	-1	5
> Cc1ccc(OCCNC(=O)C(C)SCC(=O)Nc2ccc(F)cc2)cc1 (stereo not given)
 : 2	-7	-6	-3	-14	7	11	3	7	-2
